M18AAP inhibitor: PfM18AAP enzyme inhibition; recombinant PfM18AAP, H-Glu-NHMec fluorogenic cleavage; inhibition, % at 7.35 µM; 1.2% of 290,000 active; AID 1822;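 active = inhibition above the campaign mean inhibition over all tested compounds plus 3 SD, cut at about 28% in these data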;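 note: 0% = plate median of test compound wells and 100% = 2 mM ZnCl2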
MEKK2mut PB1 HTS: signal of MEK5 binding to mutant human MEKK2 PB1 domain | bead flow cytometry, Alexa488-MEK5 binding to MEKK2 mutant | percent response, % at 10 µM | 0.35% of 290,000 active | AID 1530; in the data active = percent response above about 24%, passing the limit was not always enough; note: inactives centre near 1; some results filed as inactive read as strong as hits; reference of the scale not given here
IDE act: boosts human insulin-degrading enzyme activity in HEK cells; FAbeta-B cleavage, fluorescence polarization; 0% vehicle, 100% cell-free pure enzyme wells; 0.073% of 340,000 active; activation, % at 5.96 µM;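 active = activation above the mean of all tested compounds plus 3 SD, set per screening campaign, cut at about 17% in these data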
Target sequence (P14735 whole entry, looked up): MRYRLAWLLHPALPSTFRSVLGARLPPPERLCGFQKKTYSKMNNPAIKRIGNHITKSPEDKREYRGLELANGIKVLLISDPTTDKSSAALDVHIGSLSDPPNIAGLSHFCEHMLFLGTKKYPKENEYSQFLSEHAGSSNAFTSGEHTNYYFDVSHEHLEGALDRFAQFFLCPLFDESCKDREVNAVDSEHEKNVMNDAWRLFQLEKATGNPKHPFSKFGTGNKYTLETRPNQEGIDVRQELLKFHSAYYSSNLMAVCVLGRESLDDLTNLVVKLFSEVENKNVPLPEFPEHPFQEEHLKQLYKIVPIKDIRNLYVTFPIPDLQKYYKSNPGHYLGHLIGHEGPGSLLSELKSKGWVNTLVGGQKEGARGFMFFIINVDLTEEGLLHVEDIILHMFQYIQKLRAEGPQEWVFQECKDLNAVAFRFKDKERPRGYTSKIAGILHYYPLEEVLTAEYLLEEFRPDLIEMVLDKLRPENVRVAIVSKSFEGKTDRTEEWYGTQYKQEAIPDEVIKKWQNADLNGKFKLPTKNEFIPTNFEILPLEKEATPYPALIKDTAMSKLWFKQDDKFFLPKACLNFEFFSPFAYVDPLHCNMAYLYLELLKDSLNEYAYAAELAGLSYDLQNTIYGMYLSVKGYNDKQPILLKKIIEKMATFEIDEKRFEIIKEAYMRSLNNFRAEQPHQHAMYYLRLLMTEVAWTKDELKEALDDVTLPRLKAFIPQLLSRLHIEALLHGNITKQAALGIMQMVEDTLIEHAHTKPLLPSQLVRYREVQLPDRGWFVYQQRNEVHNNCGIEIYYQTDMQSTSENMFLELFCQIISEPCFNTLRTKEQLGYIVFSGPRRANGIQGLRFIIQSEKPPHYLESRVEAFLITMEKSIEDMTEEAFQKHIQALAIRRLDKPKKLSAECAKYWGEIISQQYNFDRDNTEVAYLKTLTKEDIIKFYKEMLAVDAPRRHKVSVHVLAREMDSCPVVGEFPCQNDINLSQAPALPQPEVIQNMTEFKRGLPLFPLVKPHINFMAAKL
IDE cell inh: inhibits human insulin-degrading enzyme in HEK cells; P14735; FAbetaB cleavage, fluorescence polarization; inhibition, % at 5.59 µM; 0.41% of 320,000 active; AID 434962;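 active = percent inhibition above the average of all tested compounds plus 3 SD, set per screening campaign, cut at about 16% in these data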;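 note: IDE supplied by intact live HEK cells; FP after avidin binding of uncleaved biotin substrate so inhibition keeps polarization high; 0% = DMSO wells and 100% = 60 µM reference IDE inhibitor Ii1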
p-CIP stab down: lowers stability of the mouse p/CIP coactivator protein; Q05BA5; F442A p/CIP-EGFP cells, EGFP fluorescence, 16 h; decrease of EGFP signal, % at 10 µM; 0.01% of 290,000 active; AID 1984;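 active = EGFP signal decrease of at least 30% at 10 µM or well 3 SD below plate mean, unless failing retest; inactive = the rest, including hits failing retest or dose response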; note: some compounds called inactive have numbers as strong as hits; many of its hits are not listed in these tables
MEKK2 WT-MEK5: raises or lowers MEK5 binding to wildtype human MEKK2 PB1 domain | Q9Y2U5 | bead flow cytometry, Alexa488-MEK5 binding to MEKK2 WT; actives lie on both sides | binding response (% of control), % at 10 µM | 1.1% of 290,000 active | AID 1531; in the data active = binding response below about 67% or above about 130%
MEKK3 PB1 HTS: raises or lowers MEK5 binding to the human MEKK3 PB1 domain. Q99759. AID 1529. binding response (% of control), % at 10 µM. 1.4% of 290,000 active. bead-based flow cytometry, Alexa488-MEK5 binding to MEKK3; actives lie on both sides; 0 = blocked by unlabeled MEK5, 100 = vehicle;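 active = binding response more than 3 SD above or below the average of its plate-row segment, actives on both sides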;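 note: Alexa488 bead fluorescence after subtracting the streptavidin-only scavenger bead signal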
NALP1 inh: blocks the NALP1 inflammasome reconstituted in yeast; S. cerevisiae NALP1/ASC/caspase-1 growth, X-gal OD620, 72 h; inhibition, % at 10 µM; 0.61% of 280,000 active; AID 2071; in the data active = inhibition mostly above about 24%, no sharp cut-off; inactive = mostly below about 32%; note: some compounds called inactive have numbers as strong as hits
UBC9 SUMO inh: SUMOylation inhibition. P63279. HTRF SUMOylation assay, SAE1/SAE2 + UBC9, in vitro. inhibition, % at 35 µM. 0.36% of 290,000 active. AID 2006; in the data active = inhibition above about 50%, passing the limit was not always enough; note: strong numbers were not always called active
* = called active by the depositor; nt = not tested or not shown; [ ] = another dose, or the depositor's remark. A portion of the library; count on the stated rates, not on these rows.

No.	Structure	MEKK2mut PB1 HTS	MEKK2 WT-MEK5	IDE cell inh	M18AAP inhibitor	MEKK3 PB1 HTS	NALP1 inh	p-CIP stab down	UBC9 SUMO inh	IDE act
1	CCOC(=O)c1c(NC(=S)NNS(=O)(=O)c2ccc(Br)cc2)sc2c1CCCCC2	-3.0	97.0	1.7	1.2	99.0	12.7	-13.8	10.1	1.3
2	S=C(Nc1ccccc1)Nc1ccc(Br)cc1	-16.0	73.0	-2.8	-7.8	67.0	13.2	4.0	6.1	7.4
3	O=C(CN(c1ccc(F)cc1)S(=O)(=O)c1ccc2c(c1)OCCO2)NCc1ccncc1	-1.0	101.0	2.6	4.3	105.0	11.4	-17.9	21.6	3.0
4	COc1ccc(-c2nc(-c3ccc(NC(=O)c4ccncc4)cc3)no2)cc1OC	1.0	111.0	6.5	-2.3	108.0	25.0	-15.1	21.4	1.1
5	Cc1ccc(C2=NNC(C(O)C(O)C(O)C(C)O)S2)cc1 (stereo unspecified)	3.0	102.0	1.3	6.2	102.0	42.7	1.7	-13.9	2.6
6	CC1CCC(Nc2nnnn2-c2ccccc2)CC1 (stereo unspecified)	-3.0	91.0	-2.5	4.3	91.0	0.1	-11.2	-4.4	4.6
7	N#Cc1c(-c2ccco2)nc(SCc2ccc(F)cc2)[nH]c1=O	3.0	100.0	-2.8	8.4	102.0	-4.3	-4.1	18.1	0.7
8	COCCOC(=O)C(CC(=O)O)NCc1ccco1 (stereo unspecified)	-7.0	86.0	-0.5	0.5	91.0	6.9	5.9	8.5	2.2
9	CCc1cccc2c(C(=S)N3CCCC3)c[nH]c12	-3.0	99.0	-6.3	-0.7	104.0	-20.6	15.6	3.9	2.0
10	Cc1ccc(-c2nc(SCC(=O)c3c(N)n(C)c(=O)n(C)c3=O)n[nH]2)cc1	-8.0	92.0	4.2	-2.7	97.0	4.3	10.3	8.7	-1.3
11	NNC(=O)c1ccc(OCC2CC(c3ccc(Cl)cc3)=NO2)cc1 (stereo unspecified)	-7.0	87.0	10.7	7.5	96.0	nt	-13.1	-5.6	-18.0
12	O=C(Nc1ncc2c(n1)CC(c1ccco1)CC2=O)c1ccco1 (stereo unspecified)	-4.0	90.0	1.3	3.1	87.0	nt	-1.4	10.5	7.1
13	COc1ccc2c(c1)c(=O)c(C(=O)c1ccc(F)cc1)cn2CC(=O)Nc1ccc(F)cc1	-3.0	101.0	1.7	-3.6	113.0	37.6	-0.7	17.9	6.8
14	c1csc(-c2nnc(COc3ccc4c(c3)OCO4)o2)c1	-5.0	89.0	-1.9	-4.0	87.0	2.7	-12.5	3.6	5.4
15	CC(Oc1ccccc1)C(=O)OCC(=O)N1CC(=O)Nc2ccccc21 (stereo unspecified)	0.0	102.0	1.3	-0.6	103.0	24.1*	-4.0	-4.2	0.6
16	COc1cc(-n2c(=O)c3ccccc3n(CC(=O)OCc3ccccc3)c2=O)cc(OC)c1OC	-2.0	96.0	-1.1	-0.5	104.0	15.2	2.5	12.4	3.5
17	COc1cc(NC(=O)CCc2nnc3ccc(N4CCN(c5cccc(OC)c5)CC4)nn23)cc(OC)c1	3.0	103.0	6.1	1.4	102.0	0.7	0.9	-1.2	2.2
18	CCSc1nnc(NC(=O)c2cccc(S(=O)(=O)N(C)c3ccc(C)cc3)c2)s1	21.0	125.0	0.2	-2.2	108.0	24.2	3.3	11.2	1.9
19	O=C(CC1C(=O)NCCN1Cc1ccc(F)cc1)NCCCn1cccn1 (stereo unspecified)	-8.0	97.0	2.0	-0.9	106.0	9.1	3.9	15.3	3.2
20	COc1ccc(N2CCC(CNC(=S)Nc3ccc(C)cc3C)C2)cc1 (stereo unspecified)	1.0	104.0	0.5	17.1	105.0	nt	-4.8	-12.7	1.1
21	CC(C)(C)[C@H]1C=C(C(=O)NCc2nc3ccccc3[nH]2)O[C@@H](OCc2ccc(CO)cc2)C1	-3.0	95.0	-0.8	nt	100.0	nt	-3.1	-18.7	-4.2
22	Cc1csc(SCC(=O)NCCc2ccc(Cl)cc2Cl)n1	-1.0	95.0	1.8	2.6	69.0*[inhibitor]	40.0	-6.1	-3.3	6.2
23	CCOc1ccccc1NC(=O)C(OC(=O)c1ccc(CC)cc1)c1ccccc1 (stereo unspecified)	-2.0	98.0	-1.5	2.5	94.0	26.4	-1.1	8.9	2.3
24	COc1ccc(/C=N/N2C(=O)c3ccccc3C2=O)cc1	-1.0	101.0	0.8	-2.3	98.0	18.7	-4.3	-1.6	0.9
25	COCCn1c(C)cc(C(=O)CSc2ncnc3sc4c(c23)CCC4)c1C	3.0	100.0	nt	-1.2	100.0	12.9	0.9	7.7	0.6
26	Cc1ccc(NC(=O)c2ccc3nc[nH]c3c2)c(O)c1	-12.0	76.0	2.6	4.3	74.0	-13.6	-10.6	2.4	1.8
27	CCc1nnc(NC(=O)c2ccncc2)s1	4.0	108.0	2.1	-7.3	107.0	11.4	-3.1	5.1	2.3
28	O=S(=O)(Nc1ccc(S(=O)(=O)Nc2cccc3ccccc23)cc1)c1ccccc1	-3.0	89.0	4.4	3.1	104.0	-8.1	-2.5	9.4	2.1

In the list so far, these contain a furan ring, fused or not.
No.	Structure	MEKK2mut PB1 HTS	MEKK2 WT-MEK5	IDE cell inh	M18AAP inhibitor	MEKK3 PB1 HTS	NALP1 inh	p-CIP stab down	UBC9 SUMO inh	IDE act
7	N#Cc1c(-c2ccco2)nc(SCc2ccc(F)cc2)[nH]c1=O	3.0	100.0	-2.8	8.4	102.0	-4.3	-4.1	18.1	0.7
8	COCCOC(=O)C(CC(=O)O)NCc1ccco1 (stereo unspecified)	-7.0	86.0	-0.5	0.5	91.0	6.9	5.9	8.5	2.2
12	O=C(Nc1ncc2c(n1)CC(c1ccco1)CC2=O)c1ccco1 (stereo unspecified)	-4.0	90.0	1.3	3.1	87.0	nt	-1.4	10.5	7.1

3 entries from above, sorted by the number in M18AAP inhibitor, highest first.
No.	Structure	MEKK2mut PB1 HTS	MEKK2 WT-MEK5	IDE cell inh	M18AAP inhibitor	MEKK3 PB1 HTS	NALP1 inh	p-CIP stab down	UBC9 SUMO inh	IDE act
20	COc1ccc(N2CCC(CNC(=S)Nc3ccc(C)cc3C)C2)cc1 (stereo unspecified)	1.0	104.0	0.5	17.1	105.0	nt	-4.8	-12.7	1.1
15	CC(Oc1ccccc1)C(=O)OCC(=O)N1CC(=O)Nc2ccccc21 (stereo unspecified)	0.0	102.0	1.3	-0.6	103.0	24.1*	-4.0	-4.2	0.6
27	CCc1nnc(NC(=O)c2ccncc2)s1	4.0	108.0	2.1	-7.3	107.0	11.4	-3.1	5.1	2.3

High-throughput results: PubChem, several laboratories
